# HTR2A ag = agonists of mouse serotonin 5-HT2A receptor (HTR2A). P35363. CHO-K1 mHTR2A beta-arrestin complementation, luminescence; percent of 30 µM serotonin response. activation, % at 7.6 µM. 360,000 tested, 0.66% active. AID 624169;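 active = activation above a run cutoff, the mean activation of all tested compounds plus 3 SD, cut at about 14% in these data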;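 note: 0% = plate median of compound wells and 100% = 30 µM serotonin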
# TLR9-MyD88 inh = TLR9-MyD88 interaction inhibition. AID 504734. inhibition, % at 4.98 µM. CHO BLA complementation TLR9-MyD88, CCF4 FRET ratio. 340,000 tested, 0.21% active. Q9NR96+Q99836;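 active = inhibition above the mean over all tested compounds plus 3 SD, cut at about 21% in these data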;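 note: 0% = DMSO only wells and 100% = clavulanate BLA inhibitor control wells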
# Cardio protect = myocardial damage modulation in H9c2 cells; H9c2 cardiomyocytes, H2O2 injury protection, ATPLite, 2 h; protection from H2O2 cell death, % at 20 µM; AID 588492; 360,000 tested, 0.63% active;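 active = compounds giving at least 50% protection of heart cells from peroxide-induced death in the single-dose screen, raw or plate-pattern-corrected value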;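 note: 0% = DMSO wells with peroxide and 100% = DMSO wells without peroxide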
# N-glyco inh = N-linked glycosylation inhibition; D54 ERlucT glycosylation luciferase reporter, 24 h; percent of 100 nM tunicamycin response; reporter increase, % at 12.5 µM; 360,000 tested, 0.23% active;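 active = mean luciferase reporter signal, scaled so untreated is 0 and the glycosylation-blocking control 100, at or above a set limit in every replicate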;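 note: luciferase carries N-glycosylation sites so blocking glycosylation raises the light; 0% = median of neutral control wells and 100% = median of 100 nM tunicamycin wells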
# SRC2 inh = inhibits human steroid receptor coactivator 2 | HEK293 GAL4-SRC2 luciferase reporter, luminescence | inhibition, % at 9 µM | 370,000 tested, 0.17% active | Q15596;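 active = inhibition above the mean inhibition of all tested compounds plus 3 SD, set per campaign, cut at about 52% in these data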;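 note: 0% = DMSO treated cells and 100% = cells given Gossypol at 36 µM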
# ABCB6 inh 2 = inhibitors of human ABC transporter ABCB6. Q9NP58. K562-ABCB6 porphyrin accumulation, flow cytometry, 1 h; hits give low values. fluorescence ratio to DMSO, % at 10 µM. 360,000 tested, 0.19% active;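 active = fluorescence ratio to DMSO below 75%, the collection mean minus 3 SD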;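 note: signal is porphyrin accumulated inside mitochondria; 100% equals median channel fluorescence of DMSO control wells; lower ratio means ABCB6 inhibition with less porphyrin fluorescence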
# MC4R barr agon = activates human MC4R beta-arrestin recruitment | activation, % at 8.9 µM | P32245 | 360,000 tested, 0.98% active | AID 540308 | U2OS MC4R beta-arrestin complementation, luminescence; percent of melanotan II response, DMSO zero;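 active = activation above a per-plate cutoff, the mean activation of sample wells on that plate plus 3 SD, cut at about 8% in these data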
# ABHD5-PLIN5 inh = ABHD5-PLIN5 protein interaction inhibition. Split G. princeps luciferase complementation, luminescence, 4 h. Q00G26+Q8WTS1. inhibition, % at 4 µM. 360,000 tested, 0.78% active;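 active = inhibition above the mean inhibition across every tested compound plus 3 SD, cut at about 22% in these data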;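 note: 0% = DMSO only wells and the 100% control is not disclosed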
# Target sequence (Q00G26 whole entry, looked up): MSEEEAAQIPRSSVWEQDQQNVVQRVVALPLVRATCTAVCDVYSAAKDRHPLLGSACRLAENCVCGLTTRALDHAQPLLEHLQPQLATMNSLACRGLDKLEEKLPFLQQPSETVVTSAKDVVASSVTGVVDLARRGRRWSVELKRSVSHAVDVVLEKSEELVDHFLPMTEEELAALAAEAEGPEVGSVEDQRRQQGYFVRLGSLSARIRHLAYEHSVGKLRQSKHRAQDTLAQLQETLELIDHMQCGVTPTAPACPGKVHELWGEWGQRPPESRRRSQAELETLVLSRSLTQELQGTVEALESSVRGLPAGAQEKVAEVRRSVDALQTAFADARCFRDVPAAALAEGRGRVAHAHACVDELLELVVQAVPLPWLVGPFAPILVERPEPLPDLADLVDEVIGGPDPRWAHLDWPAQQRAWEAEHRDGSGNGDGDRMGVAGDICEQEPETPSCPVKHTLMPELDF
# Target sequence (Q8WTS1 whole entry, looked up): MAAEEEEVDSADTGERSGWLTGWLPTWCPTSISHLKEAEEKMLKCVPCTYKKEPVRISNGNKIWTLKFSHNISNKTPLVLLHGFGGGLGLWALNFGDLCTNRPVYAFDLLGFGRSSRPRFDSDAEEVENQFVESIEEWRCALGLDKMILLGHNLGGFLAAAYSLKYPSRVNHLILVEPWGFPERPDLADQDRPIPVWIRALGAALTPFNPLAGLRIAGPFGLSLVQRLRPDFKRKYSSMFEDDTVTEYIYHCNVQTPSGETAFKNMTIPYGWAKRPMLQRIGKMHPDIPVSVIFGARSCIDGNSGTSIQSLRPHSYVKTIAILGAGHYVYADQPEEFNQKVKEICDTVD
# NOD2-RIPK2 inh = NOD2-RIPK2 protein interaction inhibition. O43353. CHO BLA complementation NOD2-RIPK2, CCF4 ratio. inhibition, % at 4.98 µM. 360,000 tested, 0.38% active; in the data active = inhibition above about 21%;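 note: 0% = vehicle only and 100% = reference blocker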
# MC4R antagonist = human MC4R antagonism in cAMP assay; P32245; MC4R-expressing cells, MTII-stimulated cAMP, LANCE TR-FRET; inhibition, % at 6.5 µM; 360,000 tested, 0.48% active; AID 540295;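 active = inhibition above its plate's cutoff, the mean of tested wells on that plate plus 3 SD, cut at about 29% in these data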;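 note: 0% = Melanotan II alone and 100% = Melanotan II plus saturating MCL0020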
#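 System: U2OS cells stably expressing human melanocortin 4 receptor (MC4R). Reagent: Melanotan II challenge after compound preincubation. Doses: 6.5 µM. Times: 30-min compound, 1-h challenge, 1-h detection, room temperature. Measured by: TR-FRET with Eu-cAMP and labeled anti-cAMP, 671 nm. Replicates: singlicate.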
# The depositor's hits bear a star; x = not tested or not shown. Some of the compounds tested; count on the stated rates, not on these rows.
SMILES,HTR2A ag,TLR9-MyD88 inh,Cardio protect,N-glyco inh,SRC2 inh,ABCB6 inh 2,MC4R barr agon,ABHD5-PLIN5 inh,NOD2-RIPK2 inh,MC4R antagonist
COc1ccc(-c2c(C)n([O-])c(C)c(C)[n+]2=O)cc1OC,-1,3,-1,0,-7,91,-0.1,0,-7,2
Cc1c2cnn(CC(=O)NCc3ccccn3)c(=O)c2c(C)n1Cc1ccccc1,10,-3,-2,-2,2,97,-0.9,-1,8,12
Cc1nn(CC(=O)NCCCN2CCC(N3CCCCC3)CC2)c(=O)c2cc(-c3ccccc3)nn12,0,-3,-3,-6,-18,105,-4.2,-4,-12,-1
Cc1c(Cl)cccc1NC(=O)c1cccc(OC(F)F)c1,6,3,0,-2,-15,95,-1.1,-2,-1,8
CCC(CO)Oc1cc(NC(=O)Cc2ccccc2F)c2ncn(C(C)C)c2c1 (stereo not given),0,-6,-4,0,-2,100,-0.4,-21,4,10
CCOc1ccc(NC(=S)N(CCOC)C(C)c2ccco2)cc1 (stereo not given),5,-17,-4,1,0,102,-0.5,-9,-1,5
O=C1CCCN1CCCNc1ncnc2sccc12,2,5,-2,2,-15,105,-0.1,4,7,3
CC(NC(=O)Nc1cccnc1)(C(F)(F)F)C(F)(F)F,-7,-7,0,2,15,94,-0.3,1,-6,6
CN(CC(=O)O)c1ccc(S(=O)(=O)N2CCOCC2)cc1[N+](=O)[O-],2,-1,-2,0,-8,102,-1.6,10,-2,8
CC(C)C(=O)Nc1nnc(CCN2CCOCC2)s1,-1,-8,5,3,8,100,2.3,1,6,1
Cc1cc(NC(=O)c2ccc3c(c2)C(=O)N(C)C3=O)no1,-5,4,6,2,-8,96,-1.7,-5,-6,-4
CCC(C)NC(=O)C(Cc1ccccc1)NS(=O)(=O)c1ccc2c(c1)oc(=O)n2C (stereo not given),6,-4,0,2,6,105,1.2,1,-2,19
C/C(=N\NC(=O)c1ccco1)c1cc(Cl)sc1Cl,-2,2,-3,0,-27,98,-0.8,-1,-10,10
CC(=O)N(C)c1ccc(NC(=S)Nc2ccc(C(C)C)cc2)cc1,-3,8,-18,0,-6,89,-2.7,6,-4,-7
C=CCOC(=O)C1=C[C@H](c2csc3ccccc23)C[C@H](OCc2ccc(CO)cc2)O1,-4,-8,-2,-4,-18,101,0.0,2,-9,19
Cn1c2ccccc2c2cc(/C=N/NC(=O)c3cc(O)ccc3O)ccc21,-6,1,53*,4,22,99,-1.3,-6,4,6
Cc1ccc(CNC(=O)CN2CCCC(C)C2)cc1 (stereo not given),1,-6,-4,1,-5,98,2.7,4,-1,3
Cc1ccccc1N1Cc2ccccc2C1=O,-1,4,2,2,-7,102,0.4,-6,2,23
Cc1cccc(C)c1NC(=O)C(c1ccncc1)n1c(=O)c(-c2ccco2)nc2ccccc21 (stereo not given),4,x,x,x,-14,x,x,56*,-9,x
Cn1c(=O)[nH]c(=O)c2c1nc(N1CCOCC1)n2CCSc1nnnn1-c1ccccc1,0,-6,2,-2,-16,93,-0.2,4,-6,26
COc1ccc(NC(=O)CCCN2C(=O)/C(=C\c3ccco3)SC2=S)cc1,4,-6,-1,-1,-9,96,-0.7,12,-6,3
CC(/C=N/N1CCN(Cc2ccccc2)CC1)=C\c1ccccc1,-4,-12,-9,0,-18,101,1.8,-9,-5,3
CC1CCCCN1C(=O)c1cc2ccccc2cc1O (stereo not given),2,-18,-3,-1,-1,98,2.0,9,-5,-8
CCOc1ccc(OCC(=O)Nc2ccccc2C(F)(F)F)cc1,1,-13,-10,2,-26,95,2.6,4,7,2
NNC(=O)c1cnn(-c2ccccc2)c1-n1cccc1,-1,-5,1,1,-27,93,-1.8,-8,-15,2
Cc1cc(C)nc(SCC(=O)Nc2sc3c(c2C#N)CCC(C)C3)n1 (stereo not given),10,-1,-20,0,16,98,1.1,11,0,-5
COc1ccc(NC(=O)C[C@H]2C(=O)N(c3ccccc3)C[C@@H]2Cc2ccccc2)cc1,5,-2,1,-2,0,106,0.7,-2,11,3
O=C(CNc1ccccc1)NN=C1CCCC1,-4,-4,4,-1,-41,103,-1.8,5,5,-2
CCOC(=O)C1=CC[C@H]2c3c(c4ccccc4n3C)C(=O)C1N2C,3,4,10,0,-18,95,-0.6,0,-6,3
CC1CCCCC1NC(=O)CO/N=C/c1ccc(OC(F)F)cc1 (stereo not given),1,-4,-7,-2,-15,96,0.0,-7,-5,20
COCc1nnc(NC(=O)CCCOc2ccccc2)s1,0,1,10,0,-12,99,-1.4,-2,3,3
CCOC(=O)c1cccc(NC(=O)C(NS(=O)(=O)c2ccc3c(c2)CCN3C(C)=O)C(C)C)c1 (stereo not given),0,-11,4,1,-15,85,-1.2,-2,-5,-2
COc1cccc(/C=C2/NC(=O)NC2=O)c1OCC(=O)Nc1ccccc1,1,-11,4,-3,-18,98,-0.9,0,2,-7
CC[C@@]1(C(=O)OC)N[C@H](CN(C)C(=O)Nc2ccc(C(F)(F)F)cc2)[C@@H]2C(=O)N(C)C(=O)[C@@H]21,-3,-3,2,1,-28,101,-2.5,7,5,16
O=C(Nc1ccccc1N1CCN(C(=O)c2ccccc2)CC1)c1ccco1,3,7,10,1,-16,96,0.6,1,-1,15
O=[N+]([O-])c1ccc(-c2cnc(SC(c3ccccc3)c3ccccc3)[nH]2)cc1,-5,14,-10,-6,-2,102,6.1,-17,44*,17
C[C@H](CO)N1C[C@H](C)[C@@H](CN(C)S(=O)(=O)c2cn(C)cn2)Oc2ccc(NC(=O)NC3CCCCC3)cc2C1=O,-2,-3,7,1,-25,99,-1.6,-5,5,12
COc1ccc(C(=O)OCC(=O)Nc2ccc3[nH]c(=O)[nH]c3c2)c(OC)c1OC,-11,-1,2,1,2,94,-0.2,-4,-2,2
Cc1cc(C)c(C)c(S(=O)(=O)N2CCN(C(=O)c3cc(=O)[nH]c4ccccc34)CC2)c1C,5,-4,79*,-2,7,95,1.4,7,-29,12
O=C(COC(=O)COc1ccc(Br)cc1)NC1CCS(=O)(=O)C1 (stereo not given),8,-1,1,0,8,98,-1.7,2,-9,-3
COc1ccccc1N1CCN(Cc2cnc3ccc(Cl)cn23)CC1,-9,-3,-8,-2,0,97,-2.2,-9,-4,2
Clc1ccc(CNc2ncnc3[nH]ncc23)c(Cl)c1,5,-9,-10,-6,28,84,-0.3,6,1,-1
COC(=O)c1sc2ncccc2c1OCc1c(Cl)cccc1Cl,1,-2,-4,-2,5,90,20*,1,-9,-1
Cc1cc(C(=O)Nc2ccc(Cl)cc2)on1,2,-9,-2,-1,-32,104,0.1,7,-5,-5
CC1CN(C(=O)c2ccc(Oc3ccccc3)cc2)CC(C)O1 (stereo not given),-2,-14,0,0,11,99,0.7,3,0,3
Cc1ccccc1NC(=O)CSc1[nH]c(=O)cc(C)c1C#N,2,-6,-2,3,-10,86,-1.9,-1,-10,-1
CCOC(=O)c1ccccc1NC(=O)COC(=O)CN1C(=O)C2CC=CCC2C1=O (stereo not given),1,-12,1,0,-33,97,-2.7,-7,-7,7
Cc1cc2c(cc1C)N(C(=O)CN1C(=O)c3ccccc3C1=O)C(C)(C)c1ssc(=S)c1-2,-5,-12,27,-5,-8,x,0.3,-6,-7,7
COc1ccccc1NC(=O)N1CCCC1C(=O)NCc1ccccc1 (stereo not given),-1,1,-1,3,-21,97,-1.9,-1,5,0
NC(=S)N/N=C1\CCOc2ccc(Cl)cc21,1,4,-4,6,5,100,-1.9,-2,7,-2
O=C(OCCc1cc2ccccc2c(=O)o1)c1ccco1,3,-10,-1,1,-3,87,-0.5,-2,4,2
CN1CCN(CC(=O)N2c3ccccc3C(C)(c3ccc(Cl)cc3)CC2(C)C)CC1 (stereo not given),-4,-9,-5,0,5,101,-0.1,6,-1,8
COc1ccc(OC)c(N(CC(=O)NCCSCc2ccc(C)cc2)S(C)(=O)=O)c1,3,-9,-4,-1,-13,92,0.5,11,-9,-6
COc1ccc(OC[C@@H](O)CNC(=O)c2cccc3c2C(=O)c2ccc(Cl)cc2S3(=O)=O)cc1,9,7,4,-1,-14,103,-1.3,17,-5,-26
NCCCC[C@@H](C(=O)N1CCNCC1)n1cc(CCC(=O)O)nn1,7,-6,16,0,-17,100,0.1,3,-2,7

# Sorted by molar mass (rising): part of the list above.
SMILES,HTR2A ag,TLR9-MyD88 inh,Cardio protect,N-glyco inh,SRC2 inh,ABCB6 inh 2,MC4R barr agon,ABHD5-PLIN5 inh,NOD2-RIPK2 inh,MC4R antagonist
Cc1cc(C(=O)Nc2ccc(Cl)cc2)on1,2,-9,-2,-1,-32,104,0.1,7,-5,-5
O=C(OCCc1cc2ccccc2c(=O)o1)c1ccco1,3,-10,-1,1,-3,87,-0.5,-2,4,2
Cc1ccccc1NC(=O)CSc1[nH]c(=O)cc(C)c1C#N,2,-6,-2,3,-10,86,-1.9,-1,-10,-1
NCCCC[C@@H](C(=O)N1CCNCC1)n1cc(CCC(=O)O)nn1,7,-6,16,0,-17,100,0.1,3,-2,7
COc1ccccc1NC(=O)N1CCCC1C(=O)NCc1ccccc1 (stereo not given),-1,1,-1,3,-21,97,-1.9,-1,5,0
COC(=O)c1sc2ncccc2c1OCc1c(Cl)cccc1Cl,1,-2,-4,-2,5,90,20*,1,-9,-1
CCOC(=O)c1ccccc1NC(=O)COC(=O)CN1C(=O)C2CC=CCC2C1=O (stereo not given),1,-12,1,0,-33,97,-2.7,-7,-7,7
CN1CCN(CC(=O)N2c3ccccc3C(C)(c3ccc(Cl)cc3)CC2(C)C)CC1 (stereo not given),-4,-9,-5,0,5,101,-0.1,6,-1,8
COc1ccc(OC)c(N(CC(=O)NCCSCc2ccc(C)cc2)S(C)(=O)=O)c1,3,-9,-4,-1,-13,92,0.5,11,-9,-6
Cc1cc2c(cc1C)N(C(=O)CN1C(=O)c3ccccc3C1=O)C(C)(C)c1ssc(=S)c1-2,-5,-12,27,-5,-8,x,0.3,-6,-7,7
COc1ccc(OC[C@@H](O)CNC(=O)c2cccc3c2C(=O)c2ccc(Cl)cc2S3(=O)=O)cc1,9,7,4,-1,-14,103,-1.3,17,-5,-26
